# Assay outcomes (PubChem)
# KCNQ2 inh – KCNQ2 channel blockers in CHO-K1 cells – cell-based, FluxOR thallium flux, B-score, primary screen (AID 2156); O88943; 20 min; hits give low values; B-score at 10 µM; 1.1% of 310,000 active;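 active = fluorescence ratio B-score at most minus 3 library SDs, with starting brightness B-score within 2 library SDs, cut at about -5.5 in these data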
# Target sequence (O88943 whole entry, looked up): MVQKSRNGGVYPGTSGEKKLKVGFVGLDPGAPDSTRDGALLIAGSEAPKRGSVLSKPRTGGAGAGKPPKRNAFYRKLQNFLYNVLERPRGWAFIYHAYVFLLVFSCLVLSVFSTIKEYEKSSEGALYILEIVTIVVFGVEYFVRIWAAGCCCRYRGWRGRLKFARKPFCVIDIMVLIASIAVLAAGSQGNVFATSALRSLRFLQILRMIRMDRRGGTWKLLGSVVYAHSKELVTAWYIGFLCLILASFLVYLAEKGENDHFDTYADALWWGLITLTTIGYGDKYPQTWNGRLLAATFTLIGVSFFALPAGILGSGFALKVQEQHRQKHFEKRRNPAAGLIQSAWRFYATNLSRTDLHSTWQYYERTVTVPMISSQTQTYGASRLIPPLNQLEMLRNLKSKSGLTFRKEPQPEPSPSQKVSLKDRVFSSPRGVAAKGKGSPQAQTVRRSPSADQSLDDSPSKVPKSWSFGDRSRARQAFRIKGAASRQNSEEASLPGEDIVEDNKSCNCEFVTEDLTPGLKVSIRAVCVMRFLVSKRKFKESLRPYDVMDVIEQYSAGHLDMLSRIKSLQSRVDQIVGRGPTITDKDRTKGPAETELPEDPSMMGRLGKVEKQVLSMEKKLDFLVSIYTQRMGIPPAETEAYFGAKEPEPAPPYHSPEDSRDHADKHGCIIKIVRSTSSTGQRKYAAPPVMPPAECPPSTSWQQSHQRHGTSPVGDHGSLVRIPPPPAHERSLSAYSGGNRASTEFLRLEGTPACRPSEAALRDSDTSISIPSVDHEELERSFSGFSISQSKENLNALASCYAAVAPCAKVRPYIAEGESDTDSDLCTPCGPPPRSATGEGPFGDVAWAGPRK
# STK33 inh – blocks human STK33 kinase activity | Q9BYT3 | purified STK33, MBP phosphorylation, ADP-Glo luminescence | inhibition, % at 10 µM | 0.073% of 320,000 active | AID 2661;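 active = inhibition at or above 25%, using the most active replicate where run in duplicate; inactive = inhibition below 25%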
# Kir21 block – inhibitors of mouse Kir2.1 inward-rectifier potassium channel. HEK293-Kir2.1, FluxOR thallium flux fluorescence; hits give low values. B-score at 10 µM. 0.85% of 310,000 active;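 active = fluorescence ratio B-score at or below minus 3 SD of library scores, with starting-brightness B-score within 2 SD, cut at about -4.2 in these data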;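 also: channel flux triggered by added potassium and thallium sulfate stimulus; B-score of peak minus minimum fluorescence over baseline after thallium stimulus; more negative B-score means stronger Kir2.1 block with less thallium influx; some compounds called inactive have numbers as strong as hits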
# Numbers without * were called inactive; i = inactive; · = not tested or not shown.
Kir21 block	KCNQ2 inh	STK33 inh	molecule
0.08	i	-1.4	Cc1ccc(-c2nn(CC(=O)NN3CCOCC3)c(=O)c3ccccc23)cc1
-2	i	-1.4	CSc1ccccc1C(=O)C1CCCN(C(=O)CCN2CCCO2)C1 (stereo not given)
0.09	i	-0.1	COc1ccc2[nH]cc(/C=C(/C#N)S(=O)(=O)c3ccccc3)c2c1
-1.7	i	0.7	CC(/C=N/NC(=O)CSc1nnc(SCc2ccccc2)s1)=C\c1ccco1
-0.49	i	1.3	Cc1ccc(Cl)cc1NC(=O)C1CCCN(S(=O)(=O)c2c(C)noc2C)C1 (stereo not given)
0.29	i	0.0	CCc1ccccc1NC(=O)Nn1cnnc1
-0.93	i	0.1	Nc1ccc(NC(=S)Nc2ccccc2)cc1
-0.81	i	-1.2	COc1cccc(OC)c1C(=O)Nc1cccnc1
-1.4	i	-0.5	Cc1c(-c2nc(-c3ccncc3)no2)cccc1[N+](=O)[O-]
0.4	i	2.0	CCC(C(=O)NCC1CCCO1)n1nc(C)c2sc3ccccc3c2c1=O (stereo not given)
0.08	i	1.8	CCOc1ccc(CN(C)C(=O)CCl)cc1
-0.16	i	0.1	Cc1cnc(C(=O)N2CCc3c([nH]c4ccccc34)C2c2ccc(F)cc2)cn1 (stereo not given)
0.94	i	0.3	COc1ccc(/C=C2\SC(=S)N(CCC(=O)NCCc3ccc(O)cc3)C2=O)cc1
-0.01	i	-0.2	CCS(=O)(=O)N1CCN(c2ccnc3cc(Cl)ccc23)CC1
0.33	i	1.0	O=C(NCCNS(=O)(=O)c1ccccc1)c1cc(OCC(F)(F)F)ccc1OCC(F)(F)F

# The results go on.
Kir21 block	KCNQ2 inh	STK33 inh	molecule
-3.7	i	-0.1	O=C1CSC(c2cccc(O)c2)N1Cc1ccccc1 (stereo not given)
-1.6	i	-1.6	CC(=O)Cc1nsc(Nc2ccccc2)n1
0.12	i	0.9	COc1ccc(CCNC(=O)COc2ccc(N(C)S(=O)(=O)c3ccc(C)cc3)cc2)cc1
0.76	i	-1.2	COc1ccc(NC(=O)CNC(=O)c2ccc([N+](=O)[O-])cc2)cc1
2.2	i	0.5	CCOc1ccccc1-c1nc(C(N)=O)c2[nH]c(=O)n(-c3ccccc3)c2n1
-0.22	i	0.1	COc1ccc(OCC(O)CNC2CCCC2)cc1 (stereo not given)
2.1	i	-4.9	CC1CCC(N(C(=O)c2csnn2)C(C(=O)NC(C)(C)C)c2cccnc2)CC1 (stereo not given)
-1.5	i	-1.3	Cc1cc(C(=O)NCc2ccc(F)cc2)n(-c2ccccc2)n1
0.62	i	-0.9	CC(C)Cc1ccc(/C(=N/O)C(=O)O)s1
-1.9	i	-0.7	COCCNC(=O)C(OC(=O)c1ccco1)c1ccccc1OC (stereo not given)
0.19	i	-3.3	CCc1nnc(NC(=O)c2ccc(S(=O)(=O)N3CCCCCC3)cc2)s1
-0.86	i	2.2	COc1ccc(CNC(=O)CCCn2nc(C)c3c(C)n(-c4ccc(C)cc4)nc3c2=O)cc1
-1.4	i	0.5	COc1cc(-c2nnc(SCc3cc(=O)oc4cc(O)c(O)cc34)o2)cc(OC)c1OC
1.8	i	0.8	COc1ccc(NC(=O)CCN2C(=O)c3ccccc3S2(=O)=O)cc1
-3.1	i	1.4	COCCCNC(=S)N(Cc1ccccc1)Cc1ccccc1

# Other structures
Kir21 block	KCNQ2 inh	STK33 inh	molecule
1.8	i	-1.6	Cc1ccc([N+](=O)[O-])cc1NC(=O)CN(C(=O)c1ccc(Cl)cc1)C1CCCCC1
1.2	i	0.5	CCOP(=O)(OCC)/C(C#N)=C/c1ccc(-c2ccc(F)cc2F)o1
-1.9	i	-2.0	CCN(CC)C(=O)Oc1ccc(Cl)c2cccnc12
0.09	i	1.2	CCN(CC)c1ccc(/C=N/Nc2nc3ccccc3[nH]2)c(O)c1
-0.46	i	·	COc1ccc(CNc2nc(NCc3ccc(OC)cc3)n(C(C)=O)n2)cc1
-0.48	i	-0.6	CN(C)c1ccc(N2C(=O)CSC2=S)cc1
0.77	i	0.8	Cc1ccc2oc(C(=O)N(C)Cc3ccon3)c(C)c2c1
0.11	i	3.0	CCCOc1ccc(C2C3=C(Nc4nc(N)[nH]c(=O)c42)c2ccccc2C3=O)cc1 (stereo not given)
0.17	i	2.7	CCOC(=O)c1c(S(=O)(=O)N2CCCC(C(=O)Nc3cccc(C)n3)C2)c(C)n(C)c1C (stereo not given)
0.1	i	0.7	COc1cccc(C(=O)c2cc3ccc(O)cc3oc2=O)c1
-0.88	i	-0.1	Cc1nnc(NC(=O)CCn2c(=O)oc3ccc(Cl)cc32)s1
-0.99	i	-2.1	Cc1cc(C)cc(C(=O)N2CCC(C(N)=O)CC2)c1
1.6	i	-1.0	COc1ccc(CCC(=O)Nc2cccc(Cl)c2)cc1
-0.91	i	-2.5	O=C(CN1CCC(NC(=O)C2CCCCC2)CC1)NCc1ccco1
0.53	i	1.6	N#Cc1cnn(Cc2ccccc2)c1/N=C/N1CCOCC1

# Continuation:
Kir21 block	KCNQ2 inh	STK33 inh	molecule
2.1	i	0.9	Cn1c(N)c(C(=O)c2ccc(Cl)cc2)c(=O)n(C)c1=O
-3.1	i	0.1	COc1ccc(CNC(=O)C2=CCN(S(=O)(=O)c3ccc(C)cc3)CC2)cc1
-2.9	i	1.2	COc1ccc(NC(=O)/C(Cl)=C(/Cl)S(=O)Cc2ccccc2)cn1 (stereo not given)
2	i	-1.2	CC(C)NC(=O)C(=O)c1cn(C)c2ccccc12
-1.5	i	0.5	COCCn1c(SCC(=O)c2ccc3c(c2)OCCO3)nnc1C(C)C
-0.67	i	-2.1	Cc1ccc(S(=O)(=O)NNC(=S)NCC2CCCO2)cc1 (stereo not given)
-7.4*	i	-2.2	COc1cccc(CNc2ccc3[nH]c(=O)[nH]c3c2)c1OCc1ccccc1F
-0.13	i	-3.0	CCc1cccc(CC)c1NC(=O)COc1ccccc1C(=O)c1cc(C#N)c(=O)n(C2CCCCC2)c1
-1.7	i	-1.7	O=C(N/N=C/c1ccc2ncccc2c1)c1cccc([N+](=O)[O-])c1
-0.3	i	0.7	COc1ccccc1CN1CC(C(=O)NCc2cccc(Cl)c2)CCC1=O (stereo not given)
0.33	i	-1.2	CC1(C)CC(c2nc(-c3ccccc3)cs2)CCS1 (stereo not given)
1.5	i	-3.0	COc1ccc2c(c1)c1nc3ccccc3nc1n2CCn1c(=O)oc2ccccc21
0.02	i	-1.8	Clc1ccc(/C=N/Nc2ncnc3ccccc23)cc1Cl
-0.11	i	-0.4	COc1cccc(-n2cc(C(=O)O)c3ccccc3c2=O)c1
1.6	i	-0.9	O=c1oc2cc([N+](=O)[O-])ccc2nc1/C=C(\O)c1cccc(Br)c1

# Carrying on.
Kir21 block	KCNQ2 inh	STK33 inh	molecule
2.4	i	-1.8	CC(=O)Nc1ccc(-c2ccccc2)s1
0.59	i	-0.1	CS(=O)(=O)c1ccc(C(=O)NCC(c2ccco2)N2CCCCC2)cc1 (stereo not given)
-0.18	i	-0.3	CCOC(=O)C1(CCOc2ccccc2)CCN(Cc2cc(OC)ccc2OC)CC1
1.1	i	-1.0	O=C(Nc1ccc2c(c1)OCCO2)C(=O)NC1CC1
-1.2	i	-1.0	CCc1nc2ccccc2c(C(=O)OCC(=O)NCc2ccco2)c1C
-0.02	i	-0.4	CC1CCCN(C(=O)CNC(=O)c2ccco2)C1 (stereo not given)
-0.67	i	-0.1	CC(=O)Nc1cc(C(N)=O)c(Cl)cc1Cl
-1.5	i	-0.8	Cc1[nH]c2c(C)cccc2c1CN1CCC(CO)(Cc2ccccc2)CC1
-0.28	-8.6*	·	CN(C)c1cc(N/N=C/c2ccc(Cl)cc2)nc(N(C)C)n1
0.48	i	0.6	CC(=O)Nc1cccc(NC(=O)c2ccc(C(=O)Nc3cccc(NC(C)=O)c3)nc2)c1
0.33	i	0.0	CNC(=O)CSc1nnnn1-c1cc(C)ccc1C
-0.41	i	-0.4	O=C(Nc1ccc(Cl)c(Cl)c1)Nc1ccc(Br)cc1F
1	i	0.6	CCCCNc1nc(-c2ccccc2)c(C(=O)OCC)cc1C#N
0.58	i	-1.4	COc1ccc(N2CC(C(=O)N3CCN(c4ccccc4)CC3)CC2=O)cc1 (stereo not given)
-0.13	i	0.4	O=C(Nc1ccccn1)c1cccs1

# (more compounds)
Kir21 block	KCNQ2 inh	STK33 inh	molecule
-0.32	i	-4.1	COc1ccc(S(=O)(=O)n2ccc(-c3cnc(-c4ccccc4)s3)n2)cc1
2.5	i	-0.6	Cc1nn2c(=O)c(NC(=O)c3ccc(F)cc3)cnc2s1
-0.69	i	-1.3	COC(=O)N1CCN(c2ccc(OC)cc2)CC1
0.11	i	-0.1	COc1ccc(-c2csc(NC(=S)NC(=O)c3ccc4ccccc4c3)n2)cc1OC
0.95	i	-0.7	CN(NC(=O)c1ccccc1F)c1nc(C(F)(F)F)nc2ccccc12
0.01	i	-1.8	COc1ccc(C(=O)O)cc1N1C(=O)Nc2ccccc2N1O
-0.38	i	-1.6	Cc1cccc(CN2CCC(Oc3ccc(C(=O)N4CCCC4)cc3)CC2)n1
0.55	i	2.3	CCOC(=O)N1CCC(N2CCN(S(=O)(=O)c3ccc4ccccc4c3)CC2)CC1
2.1	i	-0.3	CCCCc1cc(=O)oc2c3c(cc(OCC(=O)N4CCC[C@H]4C(=O)O)c12)OC(C)(C)CC3
0.43	i	-0.3	COc1ccc(N2CCN(S(=O)(=O)CCNC(=O)Cc3ccc([N+](=O)[O-])cc3)CC2)cc1
-2	i	-0.1	O=C(CN1C2=NCCCN2c2ccccc21)c1ccc(Cl)cc1Cl
1.2	i	-0.9	COc1ccccc1OC(=O)Nc1ccc(Cl)cc1
0.43	i	4.1	Cc1ccc(C(=O)O)cc1NC(=O)c1ccc2c(c1)C(=O)N(c1ccc([N+](=O)[O-])cc1)C2=O
-1.3	-6.7*	-1.1	C/C=C/c1ccc(OCC(=O)NCc2ccccc2OC)c(OC)c1
-1.3	i	-0.8	CCOC(=O)/C(C(N)=NCc1ccco1)=C(/O)c1ccccc1

# A different layout for 2 compounds above:
Cc1nn2c(=O)c(NC(=O)c3ccc(F)cc3)cnc2s1
  Kir21 block = 2.5	KCNQ2 inh = i	STK33 inh = -0.6
COC(=O)N1CCN(c2ccc(OC)cc2)CC1
  Kir21 block = -0.69	KCNQ2 inh = i	STK33 inh = -1.3

# (more compounds)
Kir21 block	KCNQ2 inh	STK33 inh	molecule
-0.48	i	-0.7	Cc1ccc(-c2noc(CSc3nnc(Cc4ccccc4)n3-c3cccc(C)c3)n2)cc1
0.47	i	-1.2	CCN1CCN(Cc2c(C)[nH]c3ccc(OC)cc3c2=O)CC1
-1	i	-1.2	NC(=O)COC(=O)c1cc(S(=O)(=O)N2CCOCC2)ccc1N1CCCCC1
0.57	i	2.3	COc1ccc(S(=O)(=O)NC2CCCC2)cc1Br
-1.4	i	1.3	O=C(CN(Cc1ccco1)C(=O)CNS(=O)(=O)c1ccc(F)cc1)NCc1ccco1
1.9	i	-1.3	O=C(NCCC1=CCCCC1)C(=O)NCc1ccncc1
0.05	i	-0.8	COc1cccc(NC(=O)c2nn(-c3ccc(OC)cc3OC)c(=O)c3ccccc23)c1
-0.29	i	-0.6	Cc1cc(C(=O)NC2CCCN(Cc3ccc(Cl)cc3)C2)c(C)o1 (stereo not given)
-6.2*	i	-0.7	COc1ccc(CC(=O)Nc2ccccc2N2CCCCC2)cc1OC
-0.81	i	-3.3	O=C(O)c1ccc2ncc(NC(=O)c3ccc(F)cc3)c(=O)n2c1
0.02	i	3.8	COc1ccc(NC(=O)Cc2c(F)c(F)c(F)c(F)c2F)cc1OC
1.2	i	1.5	Cc1nc(N(C)Cc2ccccc2)c2c(C)c(C)sc2n1
-1.1	i	-0.4	CCCCCNC(=O)c1ccccc1SC
1.9	i	-1.7	CC(C(=O)NC1CC(C)(C)NC(C)(C)C1)c1ccc([N+](=O)[O-])cc1 (stereo not given)
-1.6	i	-0.1	CCOc1ccccc1NC(=O)CSc1nc(=O)n(Cc2ccccn2)c2c1CCC2

# The list continues.
Kir21 block	KCNQ2 inh	STK33 inh	molecule
0.04	i	-0.5	COc1ccc(C)cc1S(=O)(=O)NCC(c1ccc2c(c1)OCO2)N1CCOCC1 (stereo not given)
1.1	i	0.1	N#Cc1c(-c2ccc(F)cc2)cc(-c2cccs2)nc1SCC(=O)O
0.26	i	0.5	COc1ccc(NC(=O)CC2SC(=N)N(c3ccccc3)C2=O)c(OC)c1 (stereo not given)
0.56	i	-0.5	CCOc1ccccc1NC(=O)Nc1ccc(Br)cc1C
-0.48	i	-0.3	COCCNC(=O)c1ccccc1NC(=O)c1cc(OC)cc(OC)c1
0.52	i	-2.9	CNC(=O)COC(=O)Cc1ccc(Cl)cc1
-0.19	i	-1.5	COc1ccc(OC)c(NC(=O)Cn2c(=O)n(CC(=O)NCc3ccco3)c(=O)c3ccccc32)c1
0.04	i	-0.6	Cc1nc(Cl)sc1C(=O)Nc1cccc2ccccc12

# Exported in CSV form: part of the list above.
SMILES,Kir21 block,KCNQ2 inh,STK33 inh
N#Cc1c(-c2ccc(F)cc2)cc(-c2cccs2)nc1SCC(=O)O,1.1,i,0.1
COc1ccc(NC(=O)CC2SC(=N)N(c3ccccc3)C2=O)c(OC)c1 (stereo not given),0.26,i,0.5
CCOc1ccccc1NC(=O)Nc1ccc(Br)cc1C,0.56,i,-0.5
COCCNC(=O)c1ccccc1NC(=O)c1cc(OC)cc(OC)c1,-0.48,i,-0.3
CNC(=O)COC(=O)Cc1ccc(Cl)cc1,0.52,i,-2.9
COc1ccc(OC)c(NC(=O)Cn2c(=O)n(CC(=O)NCc3ccco3)c(=O)c3ccccc32)c1,-0.19,i,-1.5

# No enrichment for hits; overall some 1.9% were active at least once.
